m5-HT2A agonist: agonists of mouse serotonin 5-HT2A receptor (HTR2A). activation, % at 7.6 µM. CHO-K1 mHTR2A beta-arrestin complementation, luminescence; percent of 30 µM serotonin response. P35363. AID 624169. hit rate 0.66% among 360,000;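 active = activation above a run cutoff, the mean activation of all tested compounds plus 3 SD, cut at about 14% in these data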;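 note: 0% = plate median of compound wells and 100% = 30 µM serotonin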
Glyco luc inh: N-linked glycosylation inhibition; D54 ERlucT glycosylation luciferase reporter, 24 h; percent of 100 nM tunicamycin response; reporter increase, % at 12.5 µM; hit rate 0.23% among 360,000; AID 588692;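 active = mean luciferase reporter signal, scaled so untreated is 0 and the glycosylation-blocking control 100, at or above a set limit in every replicate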;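 note: luciferase carries N-glycosylation sites so blocking glycosylation raises the light; 0% = median of neutral control wells and 100% = median of 100 nM tunicamycin wells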
MC4R ag barr: activates human MC4R beta-arrestin recruitment; hit rate 0.98% among 360,000; activation, % at 8.9 µM; U2OS MC4R beta-arrestin complementation, luminescence; percent of melanotan II response, DMSO zero; P32245; AID 540308;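 active = activation above a per-plate cutoff, the mean activation of sample wells on that plate plus 3 SD, cut at about 8% in these data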
Granule exo inh: blocks lytic granule exocytosis. hit rate 0.66% among 360,000. AID 651702. inhibition, % at 10 µM. TALL-104 LAMP-1 surface exposure, flow cytometry; cells stimulated with thapsigargin and PMA;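 active = inhibition above about 55%, limit read from the data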
ABHD5 PLIN5 PPI: blocks binding of human ABHD5 to perilipin-5; hit rate 0.78% among 360,000; Q00G26+Q8WTS1; AID 602281; Split G. princeps luciferase complementation, luminescence, 4 h; inhibition, % at 4 µM;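 active = inhibition above the mean inhibition across every tested compound plus 3 SD, cut at about 22% in these data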;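 note: 0% = DMSO only wells and the 100% control is not disclosed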
Target sequence (Q00G26 whole entry, looked up): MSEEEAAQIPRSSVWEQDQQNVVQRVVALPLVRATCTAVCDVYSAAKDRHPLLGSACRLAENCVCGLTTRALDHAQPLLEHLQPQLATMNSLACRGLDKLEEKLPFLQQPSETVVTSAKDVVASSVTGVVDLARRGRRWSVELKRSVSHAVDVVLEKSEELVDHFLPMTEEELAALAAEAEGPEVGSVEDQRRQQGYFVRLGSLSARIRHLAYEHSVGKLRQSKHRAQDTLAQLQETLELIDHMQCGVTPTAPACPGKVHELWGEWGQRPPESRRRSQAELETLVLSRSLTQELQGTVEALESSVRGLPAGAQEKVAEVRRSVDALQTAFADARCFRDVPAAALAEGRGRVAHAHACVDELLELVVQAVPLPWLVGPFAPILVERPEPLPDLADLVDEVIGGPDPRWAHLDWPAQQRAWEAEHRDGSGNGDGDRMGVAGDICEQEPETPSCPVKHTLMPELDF
Target sequence (Q8WTS1 whole entry, looked up): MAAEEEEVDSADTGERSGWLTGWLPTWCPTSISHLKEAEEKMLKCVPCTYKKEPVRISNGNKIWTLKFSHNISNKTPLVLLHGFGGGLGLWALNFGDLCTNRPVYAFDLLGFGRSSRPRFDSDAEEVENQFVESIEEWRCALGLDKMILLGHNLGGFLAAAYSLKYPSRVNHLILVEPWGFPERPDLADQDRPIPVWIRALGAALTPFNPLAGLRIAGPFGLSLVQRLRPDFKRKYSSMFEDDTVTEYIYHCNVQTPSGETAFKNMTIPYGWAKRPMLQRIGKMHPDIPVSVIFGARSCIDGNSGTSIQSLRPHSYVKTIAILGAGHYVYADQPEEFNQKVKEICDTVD
MC4R antag cAMP: human MC4R antagonism in cAMP assay | hit rate 0.48% among 360,000 | inhibition, % at 6.5 µM | MC4R-expressing cells, MTII-stimulated cAMP, LANCE TR-FRET | AID 540295 | P32245;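 active = inhibition above its plate's cutoff, the mean of tested wells on that plate plus 3 SD, cut at about 29% in these data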;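 note: 0% = Melanotan II alone and 100% = Melanotan II plus saturating MCL0020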
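Assay system: U2OS cells stably expressing human melanocortin 4 receptor (MC4R) / Dosing: 6.5 µM / Timing: compound 30 min, challenge 1 h, detection 1 h / Measured by: Eu-cAMP/anti-cAMP TR-FRET, emission 671 nm / Replicates: singlicate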
ABCB6 inh 2: human ABCB6 transporter inhibition. Q9NP58. K562-ABCB6 porphyrin accumulation, flow cytometry, 1 h; hits give low values. fluorescence ratio to DMSO, % at 10 µM. hit rate 0.19% among 360,000;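 active = fluorescence ratio to DMSO below 75%, the collection mean minus 3 SD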;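 note: signal is porphyrin accumulated inside mitochondria; 100% equals median channel fluorescence of DMSO control wells; lower ratio means ABCB6 inhibition with less porphyrin fluorescence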
Cardio protect: modulators protecting cardiomyocytes from myocardial damage; H9c2 cardiomyocytes, H2O2 injury protection, ATPLite, 2 h; protection from H2O2 cell death, % at 20 µM; hit rate 0.63% among 360,000;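 active = compounds giving at least 50% protection of heart cells from peroxide-induced death in the single-dose screen, raw or plate-pattern-corrected value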;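 note: 0% = DMSO wells with peroxide and 100% = DMSO wells without peroxide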
iPSC survival up: hiPSC single-cell survival enhancement | hit rate 0.044% among 360,000 | survival enhancement, % at 20 µM | ATPlite luminescence; 100% = ROCK inhibitor wells, 0% = DMSO; in the data active = survival enhancement above about 18%;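 note: cells exposed to compounds for 16 hours before the ATP read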
aDG glyco up: alpha-DG glycosylation activation | Pro5-aDG cells, alpha-DG glycosylation AlphaScreen (IIH6); 0% Pro5, 100% B10-LARGE cell signal | activation, % at 10 µM | hit rate 0.22% among 360,000;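 active = activation of at least 8% versus controls, or a plate z-score of at least 8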;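 note: Pro5 are CHO cells carrying HIG-tagged alpha-DG that lacks glycosylation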
An asterisk follows results filed as active; / = not tested or not shown.

cpd	structure	m5-HT2A agonist	Glyco luc inh	MC4R ag barr	Granule exo inh	ABHD5 PLIN5 PPI
1	O=S1(=O)[C@H]2C[C@@H]3C=C[C@@]2(CN1Cc1cccc(C(F)(F)F)c1)O3	3	3	0.4	1	-3
2	O=C1CSC(c2ccccc2F)N1c1ccccc1F (stereo not drawn)	7	-1	-1.2	-5	-5
3	O=C1c2ccccc2C(=O)N1c1ccc(Br)c2cccnc12	1	1	-2.6	0	-8
4	c1ccc(CNc2nc(CN3CCOCC3)nc3scc(-c4ccccc4)c23)cc1	-6	-1	0.5	2	-5
5	COCCN(C(=O)/C=C/c1cccc([N+](=O)[O-])c1)c1c(N)n(Cc2ccccc2)c(=O)[nH]c1=O	1	3	-0.2	2	0
6	CC1([N+](=O)[O-])COC(c2cccc3ccccc23)OC1 (stereo not drawn)	-2	3	-0.8	8	-1
7	O=C(NC1CCCC(C(F)(F)F)C1)c1ccc([N+](=O)[O-])o1 (stereo not drawn)	7	29*	-2.5	15	-1
8	O=C(Nn1c(=S)[nH]c2ccccc2c1=O)c1ccncc1	5	-1	-2.8	-6	2
9	Cc1cc(OC(C)C(=O)NCc2ccncc2)c2c(C)cc(=O)oc2c1 (stereo not drawn)	4	3	1.5	-3	16
10	CCN(CCCNC(=O)CNC(=O)c1nn(-c2ccc(OC)cc2OC)c(=O)c2ccccc12)c1cccc(C)c1	-5	1	4.4	5	6
11	NS(=O)(=O)c1ccc(CCNC(=O)CSc2nc3ccsc3c(=O)n2CCCCC(=O)O)cc1	3	1	0.5	0	4
12	Cc1ccccc1NC(=O)Cc1nc(COC(=O)c2cc(Br)ccc2O)cs1	-2	1	16*	-5	-3
13	CCCc1cc(=O)oc2cc(OCC(=O)NCC3CCC(C(=O)O)CC3)ccc12 (stereo not drawn)	0	-2	-1.5	2	1
14	COC(=O)c1ccc(Cl)c(NC(=O)CN2CCOCC2)c1	5	-1	-0.6	0	4
15	COc1cccc(C(=O)Nc2ccc(NC(C)=O)cn2)c1	2	-1	0.3	-2	0

cpd	MC4R antag cAMP	ABCB6 inh 2	Cardio protect	iPSC survival up	aDG glyco up
1	10	93	8	-1.9	0.1
2	11	98	-3	0.2	0.0
3	1	102	3	2.7	-0.3
4	-3	95	3	-0.2	-0.1
5	-2	96	-5	0.0	0.0
6	8	97	4	1.6	0.1
7	20	101	-19	-4.6	1.3
8	2	98	21	2.2	-0.1
9	26	106	-1	-0.1	0.2
10	10	99	-1	-0.5	0.0
11	17	97	11	2.7	0.3
12	0	94	-10	-0.3	0.0
13	4	102	2	4.0	-0.4
14	9	100	2	-2.5	-0.1
15	-2	104	-16	-2.8	0.1

Only MC4R ag barr, ABCB6 inh 2 and MC4R antag cAMP (2 entries from above):
entry | smiles | MC4R ag barr | ABCB6 inh 2 | MC4R antag cAMP
1 | O=S1(=O)[C@H]2C[C@@H]3C=C[C@@]2(CN1Cc1cccc(C(F)(F)F)c1)O3 | 0.4 | 93 | 10
14 | COC(=O)c1ccc(Cl)c(NC(=O)CN2CCOCC2)c1 | -0.6 | 100 | 9

The list continues.
cpd	structure	m5-HT2A agonist	Glyco luc inh	MC4R ag barr	Granule exo inh	ABHD5 PLIN5 PPI
16	Cc1nnc(NC(=O)c2ccccc2NC(=O)c2ccccc2)s1	5	2	1.4	5	-4
17	COc1ccccc1C1C2=C(COC2=O)Nc2cc3c(cc21)OCO3 (stereo not drawn)	0	15	-1.3	-1	0
18	CCn1c(COc2c(C)cccc2C)nnc1SCc1nc2ccccc2c(=O)[nH]1	6	2	-2.5	-2	5
19	Cc1c(C(=O)Nc2nc3ccccc3[nH]2)oc2ccccc12	0	-4	-4.6	-4	-3
20	Cc1ccc(CNC(=O)COC(=O)c2ccc(S(=O)(=O)N3CCCC3)cc2)cc1	1	2	-0.1	4	9
21	Cc1nn2cc(-c3ccc(Cl)cc3)cnc2c1Cl	5	-1	3.0	-5	8
22	C=C(c1ccccc1)c1ccc(N(C)C)cc1	-2	3	0.9	-3	6
23	Cc1ccc(N2C(S)=C(C#N)C(=O)NC2c2cccs2)cc1 (stereo not drawn)	-3	-1	-2.1	2	-30
24	COc1ccc(CN2C(=NC(=O)c3ccccc3)SC3CS(=O)(=O)CC32)cc1 (stereo not drawn)	-2	-4	-0.3	3	0
25	CN(C(=O)COC(=O)c1cccnc1Cl)C1CCCCC1	-3	-1	-0.8	-5	7
26	O=C(O)C(CCc1ccccn1)c1ccccc1 (stereo not drawn)	3	4	-1.8	-2	1
27	Nc1nc(Nc2ccccc2F)nc(N2CCOCC2)c1[N+](=O)[O-]	-8	-1	-0.5	1	2
28	CCC/C(=N/NC(=O)c1cccc(Cl)c1)c1ccccc1	1	1	-0.8	9	-6
29	COCc1nnc(NC(=O)c2ccccc2Oc2ccccc2)s1	6	-1	2.2	-4	5
30	CCN(CC)CCN(C(=O)/C=C/c1cccs1)c1nc2ccc(C)cc2s1	-1	-2	0.1	4	15

cpd	MC4R antag cAMP	ABCB6 inh 2	Cardio protect	iPSC survival up	aDG glyco up
16	12	95	-4	0.0	0.0
17	-21	104	2	0.6	-0.3
18	5	94	14	3.2	0.0
19	6	104	-1	-1.1	0.0
20	8	94	6	-1.2	-0.1
21	-4	101	-8	0.0	-0.2
22	-1	100	-4	-0.7	0.2
23	17	101	8	-1.7	-0.1
24	-3	98	-8	-0.4	-0.3
25	11	105	1	0.4	0.0
26	13	96	2	4.1	0.4
27	8	101	3	-0.2	0.1
28	4	99	18	0.9	-0.3
29	14	105	8	0.4	-0.1
30	-6	93	1	0.9	-0.2

Carrying on:
cpd	structure	m5-HT2A agonist	Glyco luc inh	MC4R ag barr	Granule exo inh	ABHD5 PLIN5 PPI
31	Cc1cc(NC(=O)CS(=O)(=O)c2ccc(F)cc2)no1	9	2	-1.7	55	1
32	COc1ccc(C(CNC(=O)CSc2ccccc2C)N(C)C)cc1 (stereo not drawn)	-1	0	-1.9	29	-3
33	CC(O)(c1ccc(F)c(F)c1)c1nc(-c2cccc(C(F)(F)F)c2)cs1 (stereo not drawn)	5	0	2.6	-4	-15
34	Cc1cc(C)cc(NC(=O)c2cc(C)nn2C)c1	-1	3	0.8	8	-10
35	O=C(CCCN1C(=O)c2cccc3cccc(c23)C1=O)NCCN1CCOCC1	-2	4	-0.9	-2	-1
36	Oc1ccc(Cl)cc1CNCc1ccc(Cl)cc1	-12	-2	-0.1	1	2
37	O=C(/C=C/c1cccc([N+](=O)[O-])c1)N1CCN(C(=O)c2ccco2)CC1	8	-1	0.9	-5	0
38	Cc1ccc(C)c(CC(=O)N2CCCC(c3cc(C(=O)NCc4cccnc4)no3)C2)c1 (stereo not drawn)	-7	0	-1.0	-2	-2
39	COCCN1C(=O)CCC1(C)c1nnnn1-c1c(C)cccc1C (stereo not drawn)	7	/	/	-4	14
40	COc1ccccc1CNC(=O)c1oc2ccc(S(=O)(=O)N3CCOCC3)cc2c1C	-5	4	-0.3	4	-1
41	O=S(=O)(c1ccc(F)cc1)N1CCC2(CC1)OCCN2S(=O)(=O)c1cccs1	3	1	-3.5	11	-9
42	CN(/N=C/c1cc([N+](=O)[O-])ccc1O)c1ccccc1	-2	0	1.0	-3	-6
43	COc1ccccc1OCCn1c(CO)nc2ccccc21	-4	3	-3.0	-2	-1
44	COCCNC(=S)N=Nc1c(O)[nH]c2c(C)cc(C)cc12	-1	1	-2.1	-2	2
45	COc1ccc(C(=O)NCC(=O)OCC(=O)c2ccc3c(c2)NC(=O)CO3)cc1	1	3	-1.2	3	-4

cpd	MC4R antag cAMP	ABCB6 inh 2	Cardio protect	iPSC survival up	aDG glyco up
31	17	96	-2	-0.4	0.0
32	1	103	3	0.7	0.0
33	9	97	-27	-1.8	0.1
34	-6	96	-1	-1.9	-0.2
35	-1	99	3	1.0	0.2
36	5	100	1	0.9	0.0
37	-3	82	7	0.7	0.2
38	9	96	-4	13	-0.1
39	/	96	/	-0.5	-0.3
40	4	94	12	-0.1	-0.2
41	6	102	-1	-0.4	0.2
42	-3	92	-6	-1.3	0.1
43	8	97	4	4.5	0.0
44	-31	96	6	0.1	0.4
45	17	97	1	-0.4	0.0

Carrying on.
cpd	structure	m5-HT2A agonist	Glyco luc inh	MC4R ag barr	Granule exo inh	ABHD5 PLIN5 PPI
46	O=C(Nc1ccc(F)cc1F)Nc1csc2ccccc12	-8	-2	1.2	-17	-3
47	COc1ccc(OCC(=O)NC(=S)Nc2ccc3c4c(cccc24)CC3)cc1	1	3	4.1	6	0
48	CC1CCN(CCn2c(=S)[nH]c3cc4c(cc3c2=O)OCO4)CC1	6	-1	-1.6	-4	0
49	COc1ccc(CN(C(=O)c2ccc3c(c2)OCCO3)C(C(=O)NC2CCCCC2)c2ccc3ncccc3c2)cc1 (stereo not drawn)	-2	-3	-0.7	2	-8
50	Cc1cc(S(=O)(=O)NC2CCCCC2)ccc1OCC(=O)NCc1ccccn1	-2	0	2.8	24	-1
51	O=C(NCCc1c[nH]c2ccccc12)C(=O)NCC1OCCN1S(=O)(=O)c1ccccc1 (stereo not drawn)	2	-1	-1.0	-1	3
52	O=C(CCCCCn1c(=S)[nH]c2cc3c(cc2c1=O)OCO3)N1CCN(c2ccc(F)cc2)CC1	1	-13	14*	3	-8
53	Cc1ccc(CSCCNS(=O)(=O)c2ccc([N+](=O)[O-])cc2)cc1	4	1	3.7	-3	-5
54	COc1ccc(S(=O)(=O)N2CCC(C(=O)NCC3CCCO3)CC2)cc1Cl (stereo not drawn)	-6	0	-0.5	-4	-6
55	CN1CCC(N(C)CC(O)c2ccccc2)CC1 (stereo not drawn)	0	-1	1.0	0	-4

cpd	MC4R antag cAMP	ABCB6 inh 2	Cardio protect	iPSC survival up	aDG glyco up
46	-5	99	-14	0.4	0.2
47	24	100	3	1.1	-0.2
48	14	92	1	-0.6	-0.2
49	14	99	18	-2.6	0.1
50	-5	88	1	-2.0	0.2
51	-6	92	1	-0.8	-0.4
52	4	98	-6	-0.4	-0.1
53	-6	97	0	-0.4	0.0
54	15	97	0	0.1	-0.2
55	6	87	7	0.1	0.1

A few values from the list:
Reading of no. 55 in MC4R ag barr: 1.0
Reading of no. 47 in MC4R antag cAMP: 24
Reading of no. 49 in MC4R antag cAMP: 14
Reading of no. 52 in Cardio protect: -6

Six of the entries above in order of the ABCB6 inh 2 value, smallest number first:
| No. | SMILES | ABCB6 inh 2 |
| --- | --- | --- |
| 51 | O=C(NCCc1c[nH]c2ccccc12)C(=O)NCC1OCCN1S(=O)(=O)c1ccccc1 (stereo not drawn) | 92 |
| 12 | Cc1ccccc1NC(=O)Cc1nc(COC(=O)c2cc(Br)ccc2O)cs1 | 94 |
| 24 | COc1ccc(CN2C(=NC(=O)c3ccccc3)SC3CS(=O)(=O)CC32)cc1 (stereo not drawn) | 98 |
| 36 | Oc1ccc(Cl)cc1CNCc1ccc(Cl)cc1 | 100 |
| 41 | O=S(=O)(c1ccc(F)cc1)N1CCC2(CC1)OCCN2S(=O)(=O)c1cccs1 | 102 |
| 29 | COCc1nnc(NC(=O)c2ccccc2Oc2ccccc2)s1 | 105 |
